FEN1 inhibitor = human FEN1 inhibition; AID 588795; Potency, µM (doses to about 114 µM), without a hit: at the highest dose activity change, negative = inhibition, actives largely listed as inhibitors; 0.35% of 390,000 active; Recombinant FEN1 flap cleavage, fluorescence, 15 min; P39748; also: nearly all actives have a fitted effect of over 65% in size
Target sequence (P39748 whole entry, looked up): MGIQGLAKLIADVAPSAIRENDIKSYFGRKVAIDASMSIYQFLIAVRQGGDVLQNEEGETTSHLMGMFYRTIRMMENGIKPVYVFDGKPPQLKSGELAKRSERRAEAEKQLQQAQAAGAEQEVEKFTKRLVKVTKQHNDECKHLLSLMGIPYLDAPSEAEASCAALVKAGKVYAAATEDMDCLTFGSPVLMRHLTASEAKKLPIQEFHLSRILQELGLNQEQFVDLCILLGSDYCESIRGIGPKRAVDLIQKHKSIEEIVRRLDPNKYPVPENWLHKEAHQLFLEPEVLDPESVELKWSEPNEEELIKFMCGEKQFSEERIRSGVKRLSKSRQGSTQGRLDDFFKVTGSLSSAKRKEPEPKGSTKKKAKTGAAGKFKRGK
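FEN1 at 10 nM preincubated with compounds 15 min at room temperature, then flap DNA substrate added at 50 nM final. Signal read at 0 and 15 min; concentration-response fitted with four-parameter Hill equation.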
N370S GC = N370S glucocerebrosidase modulation, Gaucher chaperone candidate; N370S GC spleen homogenate, 4MU-glucoside fluorescence; Potency, µM (titrated, usually from 59.4 µM), without a hit: at the highest dose activity change, negative = inhibition, usual class: inhibitors; 0.092% of 330,000 active; AID 2101;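 also: 0% = full enzyme activity and -100% = no enzyme basal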
TDP1 block = inhibitors of human tyrosyl-DNA phosphodiesterase TDP1. recombinant TDP1, AlphaScreen DNA substrate cleavage. 0.28% of 350,000 active. Potency, µM (series often up to 130 µM), for inactives: top-dose activity change, negative = inhibition, usual class: inhibitors. AID 485290; also: nearly all actives have a fitted effect of over 40% in size
Target sequence (Q9NUW8 whole entry, looked up): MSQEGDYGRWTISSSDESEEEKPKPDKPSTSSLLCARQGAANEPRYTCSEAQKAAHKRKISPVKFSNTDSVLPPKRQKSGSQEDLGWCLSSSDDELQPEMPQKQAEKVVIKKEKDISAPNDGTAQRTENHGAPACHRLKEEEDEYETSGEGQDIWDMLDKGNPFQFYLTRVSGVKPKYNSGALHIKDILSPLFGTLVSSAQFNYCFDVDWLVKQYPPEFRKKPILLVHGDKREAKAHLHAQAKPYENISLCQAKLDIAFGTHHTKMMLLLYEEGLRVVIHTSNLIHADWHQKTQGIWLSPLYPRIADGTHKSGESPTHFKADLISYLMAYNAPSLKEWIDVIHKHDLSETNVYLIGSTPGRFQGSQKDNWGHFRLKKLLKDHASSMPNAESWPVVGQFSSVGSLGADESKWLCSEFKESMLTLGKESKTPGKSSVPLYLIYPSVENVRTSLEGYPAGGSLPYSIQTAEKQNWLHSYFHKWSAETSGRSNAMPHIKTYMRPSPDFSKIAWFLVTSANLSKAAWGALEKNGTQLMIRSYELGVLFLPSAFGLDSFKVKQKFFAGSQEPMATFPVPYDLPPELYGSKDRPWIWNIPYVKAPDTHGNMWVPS
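Signal: AlphaScreen proximity between streptavidin donor and anti-FITC acceptor beads on intact substrate. Reaction: Tdp1 1 nM, substrate 15 nM final, 5 min RT after 15 min compound preincubation.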
Starred values were filed as active, the others as inactive; u = inconclusive; x = not tested or not shown; & = joins results of further samples; [ ] = dose if it differs, or a comment. Calls follow the shape of the dose curve; as a rule, active = well fitted curve in the direction sought with a large enough effect; inconclusive = small, poorly fitted or top-dose-only effect, or another doubt; inactive = no such curve, though single readings can be large; an effect the other way counts as inactive or inconclusive. Unless noted, % is scaled to controls: 0 for no effect and ±100 for the full control effect; potency is read from the fitted curve at half-maximal effect.

| Molecule | FEN1 inhibitor | N370S GC | TDP1 block |
| --- | --- | --- | --- |
| CC(=O)N(c1ccc(Cl)cc1)c1cn(C(C)=O)c2ccccc12 | 9% | 18µM* | 2% |
| Cc1cccc(OCC(=O)Nc2cc(S(=O)(=O)N3CCOCC3)ccc2N2CCCC2)c1C | -7% | 7% | x |
| C/C(N)=C(/C#N)C(=O)COC(=O)c1ccc(OCC2CCCO2)cc1 (stereo not given) | -9% | -20% | -18% |
| NS(=O)(=O)c1ccc(CCNS(=O)(=O)c2ccc(Cl)cc2)cc1 | 17% | 1% | x |
| COc1c(O)ccc2c1CN1CCc3cc4c(cc3C1C2)OCO4 (stereo not given) | u | -2% | -4% |
| COc1ccccc1-c1oc2ccccc2c1-c1ccc2cc[nH]c2c1 | -4% | x | 4% |
| CCn1c(-c2cc(-c3cc(OC)ccc3OC)nc3ccccc23)n[nH]c1=S | -3% | -15% | 2% |
| NC(=O)C1(c2ccccc2)OC1c1ccccc1 (stereo not given) | 5% | 0% | -12% |
| Cc1cc(NC(=O)Cn2nnc(-c3ccccc3NC(=O)c3ccccc3F)n2)no1 | 0% | -4% | 7% |
| CC(C)(C)NC(=O)CN(C(=O)c1csnn1)c1cccc2c1CCCC2 | 0% | -11% | 0% |
| CC1CCCCC1NC(=O)c1ccncc1 (stereo not given) | 20% | -2% | 2% |
| O=C(Sc1ccc(Cl)cc1)c1cccc(Cn2cc(C(F)(F)F)ccc2=O)c1 | -20% | -19% | 0% |
| CC(C)c1c(C#N)c(N)nc(SCC(=O)c2cc3ccccc3oc2=O)c1C#N | -7% | -2% | 1% |
| Cc1ccc(CNC(=O)c2ccc3c(c2)N(Cc2cccc(C)c2)C(=O)CS3)cc1 | 21% | x | -3% |
| CNC(=O)C1(C)C=CCN1C(=O)c1ccccc1 (stereo not given) | -6% | 7%&-4% | -3%&3% |
| NC(N)=NCCCC(NC(=O)c1ccccc1)C(=O)Nc1ccc([N+](=O)[O-])cc1 (stereo not given) | 17% | -14% | x |
| Cc1ccc(-n2c(C)nn(CC#N)c2=O)cc1 | -5% | -3% | 4% |
| Clc1ccccc1-c1nn2c(-c3ccncc3)nnc2s1 | 0% | 2% | -3% |
| CCN1C(=O)/C(=C\N2CCOCC2)SC1=S | -6% | 6% | -4% |
| Cc1ccc(Cn2c(=O)n(Cc3ccco3)c(=O)c3oc4ccccc4c32)cc1 | 5% | x | -3% |
| CC(OC(=O)c1ccc(S(=O)(=O)N2CCCCC2)cc1)C(=O)NC1CCCCC1C (stereo not given) | 7% | -9% | x |
| O=C(O)Cn1c2c(c3ccccc31)CCCC2 | 0% | 0% | 4% |
| Cc1ccc(S(=O)(=O)N2CCCC2C(=O)N(C)Cc2cccs2)cc1 (stereo not given) | 4% | 20% | -14% |
| COc1ccc(CNC(=O)Cc2c(C)c3c(cc(C)c4c(C)c(C)oc43)oc2=O)cc1OC | -6% | x | 5% |
| COc1ccc(OC)c(NC(=O)CSC2=Nc3ccccc3C3=NC(CC(=O)NCc4ccc5c(c4)OCO5)C(=O)N23)c1 (stereo not given) | u | x | -1% |
| CC(=O)NC(CC(=O)Nc1cccc(S(=O)(=O)N2CCCC2)c1)c1ccccc1 (stereo not given) | -7% | -11% | 2% |
| Cc1nn(Cc2ccccc2Cl)c(C)c1NC(=O)Cn1nc([N+](=O)[O-])c(Cl)c1C | -2% | 3% | -4% |
| Cc1nn(C)c(C)c1NC(=O)c1cc2nc(-c3ccco3)cc(C(F)(F)F)n2n1 | 11% | 3% | 9% |
| Cc1ccc(C(=O)N2CCCC(C(=O)c3ccc(Cl)cc3C)C2)cn1 (stereo not given) | 0% | -2% | 5% |
| CCOC(=O)c1cnc2c(OC)cccc2c1NCc1cccnc1 | -4% | 1% | 5% |
| S=C(Nc1cccnc1)Nc1cccc2cnccc12 | 2% | -8% | 3% |
| Cc1ccccc1NC(=O)/C(C#N)=C\c1cn(CC(=O)O)c2ccccc12 | -13% | 2% | 5% |

In the list so far, these contain an NH in an aromatic ring:
| Molecule | FEN1 inhibitor | N370S GC | TDP1 block |
| --- | --- | --- | --- |
| COc1ccccc1-c1oc2ccccc2c1-c1ccc2cc[nH]c2c1 | -4% | x | 4% |
| CCn1c(-c2cc(-c3cc(OC)ccc3OC)nc3ccccc23)n[nH]c1=S | -3% | -15% | 2% |

(cont.)
| Molecule | FEN1 inhibitor | N370S GC | TDP1 block |
| --- | --- | --- | --- |
| COC(=O)c1cn(NC(=O)c2ccc3c(c2)OCO3)c(=O)c2ccccc12 | 5% | 2% | 9% |
| NC(=O)C1CCN(C2=C(NS(=O)(=O)c3ccccc3)C(=O)c3ccccc3C2=O)CC1 | 6% | u | 8% |
| CCCCOc1ccc(CSc2nnc(C)n2N)cc1[N+](=O)[O-] | 0% | 15% | 8% |
| C=CCNC(=S)NNC(=O)COc1ccc2cc(Br)ccc2c1 | -2% | -1% | 5% |
| CCOC(=O)/C=C1\CC(=O)Nc2nonc2N1 | -15% | -1% | 1% |
| Cn1c(-n2cccc2)c(-c2c(-c3ccc(F)cc3)[nH]c3c2c(=O)n(C)c(=O)n3C)c(=O)n(C)c1=O | 2% | x | 5% |
| C#CCn1cc(C=C2C(=O)c3ccccc3C2=O)c2ccccc21 | 22% | -1% | 5% |
| Cc1cc(C)c2c(=O)[nH]c(SCC(=O)Nc3ccc(Br)cc3)nc2n1 | -20% | 7% | -19% |
| NC(=O)CN1CCN(C(=O)Nc2ccccc2)CC1 | 17% | 0% | 2% |
| COc1ccc(-c2nc(CS(=O)CC(=O)NCCc3ccc(OC)c(OC)c3)c(C)o2)cc1 (stereo not given) | -15% | u | 1% |
| Cc1ccc(S(=O)(=O)N2CCN(C(=O)c3ccc(COc4ccccc4)o3)CC2)cc1 | -17% | x | 3% |
| N/C(=N\OC(=O)c1cccc(C(F)(F)F)c1)c1cnccn1 | 22% | -3% | 1% |
| COC(=O)c1cc2oc(C)cc2n1CC(=O)Nc1cc(Cl)ccc1OC | 2% | x | 1% |
| Cc1ccc(/C=N/NC(=O)C2(O)c3ccccc3-c3ccccc32)o1 | 7% | -2% | -4% |
| O=C(N=Nc1c(O)[nH]c2ccccc12)c1cccc(S(=O)(=O)N2CCCCC2)c1 | -9% | 0% | 2% |
| COc1ccc(OC)c(NC(=O)CCc2c(C)nn(-c3ccc(N4CCCC4)nn3)c2C)c1 | -1% | x | 6% |

Fetched by compound from above (two):
| Molecule | FEN1 inhibitor | N370S GC | TDP1 block |
| --- | --- | --- | --- |
| Cc1ccc(/C=N/NC(=O)C2(O)c3ccccc3-c3ccccc32)o1 | 7% | -2% | -4% |
| NC(=O)CN1CCN(C(=O)Nc2ccccc2)CC1 | 17% | 0% | 2% |

The list continues:
| Molecule | FEN1 inhibitor | N370S GC | TDP1 block |
| --- | --- | --- | --- |
| CC(=O)NCCc1nc2ccccc2n1CCOc1ccc(C)cc1 | 1% | 1% | -5% |
| CNC(=O)c1ccsc1NC(=O)c1ccc(S(=O)(=O)N2CCCc3ccccc32)cc1 | -16% | 5% | 0% |
| COc1ccc(S(=O)(=O)Cc2ccc(C(=O)NC3CC3)o2)cc1 | -5% | 4% | -1% |
| COc1ccc(C2CC(=O)c3cc(-c4nc(-c5cccc([N+](=O)[O-])c5)cs4)c(=O)n(-c4cc(C)cc(C)c4)c3C2)cc1 (stereo not given) | -5% | x | 4% |
| CCOc1ccc(/C=N/OCC(=O)NCc2cccs2)cc1 | 3% | -2% | 3% |
| CCOc1ccc(N/C=C/C(=O)c2ccc(OC)cc2)cc1 | -5% | -18% | x |
| CC(=O)Oc1ccc(OC(C)=O)c2c1CC(C)=C(C)C2 | 12% | -2% | x |
| CSc1ncccc1C(=O)N1CCN(S(=O)(=O)c2cc(C)ccc2C)CC1 | 0% | 4% | x |
| NC(=O)COc1ccc2oc(-c3ccccc3)cc(=O)c2c1 | 6% | -4% | 3% |
| Clc1ccc(OCCCNCc2ccccc2)c2ccccc12 | -4% | -21% | x |
| CC(C)Oc1ccccc1OCCCOc1cccc2cccnc12 | 5% | 9% | 5% |
| S=c1nc(-c2cc(Cl)ccc2Cl)[nH][nH]1 | 17% | 5% | 8% |
| COc1ccccc1N1CCN(C(=O)CCNS(=O)(=O)c2cc(Br)cnc2N)CC1 | 9% | 6% | 4% |
| COc1ccc(C(CNC(=O)CNC(=O)c2ccccc2)N2CCCC2)cc1 (stereo not given) | -12% | x | 0% |
| C#C[C@]1(O)CC[C@H]2[C@H]3CCC4=Cc5oncc5C[C@]4(C)[C@@H]3CC[C@]21C | x | -13% | 12%[56.1 µM] |
| CC(=O)c1ccc(N(C(=O)CNC(=O)c2ccco2)C(C(=O)NC2CCCC2)c2ccc(C)o2)cc1 (stereo not given) | -4% | -3% | x |
| c1ccc2c(NC3CCCC3)nnc(NC3CCCC3)c2c1 | -12% | 8% | 5% |
| COc1ccc(-c2cc(C#N)nc(N3CCN(c4ccccc4)CC3)n2)cc1 | -1% | 1% | 1% |
| CC1=C(C(=O)O)N2C(=O)[C@@H](NC(=O)C(N)c3ccccc3)[C@H]2SC1 (stereo not given in full) | u | -2% | 6%[56.1 µM] |
| O=C(Cn1nc(CNc2ccc(Cl)cc2)[n+]2c1CCCCC2)c1ccc(Br)cc1 | 1% | -17% | 5% |
| COc1cccc(-c2noc(CCC(=O)NCC3CCCO3)n2)c1 (stereo not given) | 14% | 9% | 9% |
| Cc1ccc(S(=O)(=O)N2CCOCC2)cc1NC(=O)CNCc1cccnc1 | -11% | 8% | -8% |
| O=C(O)C1C(=O)NCC1c1ccccc1 (stereo not given) | -1% | 2% | 4% |
| O=C(Nc1ccc2c(c1)OCO2)Nc1ccccc1F | -6% | -2% | 2% |
| Cc1ccc(C(=O)COC(=O)c2cccc(O)c2)s1 | -4% | -7% | 0% |
| Cc1ccc(CNc2nc(C)nc3sc4c(c23)CCC4)cc1 | -9% | 13% | -3% |
| CC(C)(C)N(C(=O)Cn1nnc(-c2ccc(F)cc2)n1)C(C(=O)NC1CCCC1)c1ccncc1 (stereo not given) | -7% | 2% | -5% |
| Cn1c(/C=C/c2ccccc2[N+](=O)[O-])nc2ccccc2c1=O | 16% | -4% | 5µM* |
| Cc1ccc(OCc2nnc(SCC(=O)N3C(C)CCCC3C)o2)cc1 (stereo not given) | 10% | -2% | x |
| O=C1/C(=C/c2ccc(O)cc2)SC(=S)N1CC1CCCO1 (stereo not given) | -10% | -27% | 11% |
| Cc1ccc(N=C2SCCCN2C(=O)c2cccc(N3C(=O)CCC3=O)c2)cc1Cl | -6% | -3% | x |
| Cc1ccc(S(=O)(=O)Nc2cccc(-c3ccc(N4CCCCC4)nn3)c2)s1 | -6% | x | 5% |

Quoted from the listing:
Value of Cc1ccc(CNc2nc(C)nc3sc4c(c23)CCC4)cc1 under FEN1 inhibitor: -9%
Value of Cc1ccc(OCc2nnc(SCC(=O)N3C(C)CCCC3C)o2)cc1 (stereo not given) under FEN1 inhibitor: 10%
Value of Cc1ccc(N=C2SCCCN2C(=O)c2cccc(N3C(=O)CCC3=O)c2)cc1Cl under N370S GC: -3%
Value of Cn1c(/C=C/c2ccccc2[N+](=O)[O-])nc2ccccc2c1=O under FEN1 inhibitor: 16%

(continued)
| Molecule | FEN1 inhibitor | N370S GC | TDP1 block |
| --- | --- | --- | --- |
| COc1cc(C2/C(=C(\O)c3ccc4c(c3)CC(C)O4)C(=O)C(=O)N2c2nnc(C)s2)cc(OC)c1OC (stereo not given) | -12% | -8% | 3% |
| N#Cc1ccc(CSc2nnc(-c3cccnc3)o2)cc1 | 17% | 5% | 2% |
| COc1ccccc1N1CC(C(=O)Nc2cc(C(F)(F)F)ccc2N2CCCC2)CC1=O (stereo not given) | 4% | 3% | 0% |
| COc1cccc(CNC(=O)CSc2ccc(-c3sc(-c4ccccc4)nc3C)nn2)c1 | -12% | x | 10% |
| Cc1ccc(SCCC(=O)NCc2ccccn2)cc1 | 12% | -2% | -8% |
| CC(CC(=O)Nc1cc([N+](=O)[O-])ccc1Cl)c1ccccc1 (stereo not given) | -4% | 6% | 4% |
| COCCCn1c(C(=O)NCCC2=CCCCC2)cc2c(=O)n3ccccc3nc21 | -4% | u | 1% |
| C=CC[C@@H](Cc1ccc(F)cc1)C(=O)OC[C@H]1CCCN1C(=O)[C@H](CC=C)CC(=O)N[C@H](CO)Cc1ccccc1 | 1% | x | -1% |
| O=C(c1cccc(Oc2c(Cl)cccc2[N+](=O)[O-])c1)N1CCOCC1 | 11% | 3% | 4% |
| CC(=O)Nc1nc(-c2ccc3c(c2)CCO3)cs1 | 8% | 10% | 8% |
| CCOc1ccc(C(=O)CSCC(=O)O)cc1 | -15% | 14% | -4% |
| CC1(C)Oc2ccc(C(=O)N3CCOCC3)cc2N(CC(=O)Nc2ccccc2)C1=O | 5% | -8% | 4% |
| O=C(NN1C(=O)C2C3C=CC(O3)C2C1=O)c1cccc(O)c1 (stereo not given) | 5% | -3% | 5% |
| CC1CCCCN1C(=S)NCc1ccco1 (stereo not given) | 4% | 0% | 2% |
| COc1ccc(F)cc1C(=O)C1CCCN(C(=O)CCN2CCCCO2)C1 (stereo not given) | -15% | -3% | x |
| O=C(Nc1ccc(F)cc1)C1CC(=O)N(Cc2ccco2)C1 (stereo not given) | 15% | -4% | 3% |

High-throughput results from PubChem.
